Compound activity as filed in PubChem BioAssay.
mIAP inh: inhibitors of mouse IAP, primary screen, biochemical, luminescence, uHTS; intestinal alkaline phosphatase [Mus musculus]; purified mouse IAP, CDP-Star luminescence, 30 min; inhibition, % at 10 µM; 330,000 tested, 0.2% active;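 active = inhibition of at least 40% at 10 µM in the primary screen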;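 also: plate controls were DMSO with enzyme for no effect and no enzyme wells for full effect; values of inactives mirror those of a sister screen read the other way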
ATG4B inh: ATG4B protease inhibitors, primary screen, biochemical, fluorescence, uHTS; Cysteine protease ATG4B (Homo sapiens), Q9Y4P1; AID 504462, 2011; ATG4B cleavage of LC3-PLA2, NBD-HPC fluorescence, 1 h; inhibition, % at 8.33 µM; 340,000 tested, 0.51% active; in the data active = inhibition above about 40%
Target sequence (Q9Y4P1 whole entry, looked up): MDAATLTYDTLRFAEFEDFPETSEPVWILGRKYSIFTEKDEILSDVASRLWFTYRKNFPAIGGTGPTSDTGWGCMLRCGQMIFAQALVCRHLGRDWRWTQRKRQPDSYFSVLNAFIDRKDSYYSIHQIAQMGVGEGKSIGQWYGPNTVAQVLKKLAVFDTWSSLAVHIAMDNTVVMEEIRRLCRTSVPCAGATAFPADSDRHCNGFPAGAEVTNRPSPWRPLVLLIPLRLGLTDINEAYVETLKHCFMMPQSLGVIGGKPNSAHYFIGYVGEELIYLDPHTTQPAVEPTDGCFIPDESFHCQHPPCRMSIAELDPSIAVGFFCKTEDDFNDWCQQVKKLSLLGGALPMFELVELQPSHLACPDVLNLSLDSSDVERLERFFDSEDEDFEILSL
A3A deaminase: APOBEC3A ssDNA deaminase inhibitors, primary screen, selectivity assay for APOBEC3G inhibitor project, biochemical, FAM/TAMRA oligo cleavage fluorescence; DNA dC->dU-editing enzyme APOBEC-3A (Homo sapiens), P31941; recombinant A3A, FAM/TAMRA ssDNA deamination fluorescence; inhibition, % at 20 µM; 330,000 tested, 0.41% active;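 active = at least 40% inhibition at 20 µM here, with at most 30% in a related deaminase screen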;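 also: plate controls were A3A with DMSO for no effect and wells lacking A3A enzyme for full effect; some results filed as inactive read as strong as hits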
Target sequence (P31941 whole entry, looked up): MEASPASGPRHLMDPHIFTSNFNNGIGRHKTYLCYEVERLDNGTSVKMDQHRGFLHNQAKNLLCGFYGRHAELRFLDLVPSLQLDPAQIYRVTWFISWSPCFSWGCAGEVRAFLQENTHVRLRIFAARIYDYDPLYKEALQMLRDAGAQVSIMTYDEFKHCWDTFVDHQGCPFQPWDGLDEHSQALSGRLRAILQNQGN
HKDC1 inhibitor: HKDC1 hexokinase inhibitors, primary screen, biochemical, fluorescence, uHTS | inhibition, % at 20 µM | 340,000 tested, 0.16% active | recombinant HKDC1, G6PDH/diaphorase resazurin coupled fluorescence;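 active = inhibition above about 35% when tested at 20 µM, limit read from the data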;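 also: plate controls were DMSO wells with enzyme for no effect and DMSO wells lacking enzyme for full effect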
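Incubation: 90 min at room temperature in dark / Material: recombinant HKDC1 (HK5) hexokinase enzyme, produced in-house / Quantity: enzyme 5 µg/mL final / Compound: one dose of 20 µM, 1% DMSO / Reagent: glucose and ATP substrates / Buffer or medium: Tris pH 8.0 buffer with MgCl2, Tween-20, BSA, BME / Technique: resorufin fluorescence at 613 nm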
hIAP block: human IAP inhibitors, primary screen, biochemical, luminescence, uHTS. inhibition, % at 10 µM. purified IAP, CDP-Star luminescence, 30 min. 330,000 tested, 0.12% active. Intestinal-type alkaline phosphatase (Homo sapiens), P09923;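 active = inhibition reaching a set limit with compound at 10 µM in the primary screen, cut at about 35% in these data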;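 also: plate controls were DMSO wells with enzyme for no effect and no-enzyme buffer wells for full effect; values of inactives mirror those of a sister screen read the other way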
Target sequence (P09923 whole entry, looked up): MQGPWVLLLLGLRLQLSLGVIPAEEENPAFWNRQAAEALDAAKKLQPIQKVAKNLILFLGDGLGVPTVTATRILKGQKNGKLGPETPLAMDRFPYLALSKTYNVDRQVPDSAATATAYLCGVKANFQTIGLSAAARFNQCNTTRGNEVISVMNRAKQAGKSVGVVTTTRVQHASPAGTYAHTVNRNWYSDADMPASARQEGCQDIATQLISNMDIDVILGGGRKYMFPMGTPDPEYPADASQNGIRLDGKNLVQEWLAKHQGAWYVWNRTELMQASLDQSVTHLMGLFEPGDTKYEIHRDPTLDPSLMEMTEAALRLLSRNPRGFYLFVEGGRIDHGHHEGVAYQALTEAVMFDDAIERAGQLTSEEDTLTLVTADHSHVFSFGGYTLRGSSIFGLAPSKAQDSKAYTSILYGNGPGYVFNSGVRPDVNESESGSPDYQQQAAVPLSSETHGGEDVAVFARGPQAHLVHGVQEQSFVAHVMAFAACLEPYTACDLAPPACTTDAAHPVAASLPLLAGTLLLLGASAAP
hIAP act: human IAP activators, primary screen, biochemical, luminescence, uHTS; 330,000 tested, 0.16% active; AID 2524, 2010; activation factor at 10 µM; Intestinal-type alkaline phosphatase (Homo sapiens), P09923; purified human IAP, CDP-Star luminescence, 30 min; stronger effect = higher value; 1 = vehicle-only enzyme, 0 = enzyme-free background;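 active = activation factor of the enzyme at least 2-fold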; also: the source names both 10 and 20 µM as test concentration; values of inactives mirror those of a sister screen read the other way
mIAP act: activators of mouse IAP, primary screen, biochemical, luminescence, uHTS; intestinal alkaline phosphatase [Mus musculus]; muIAP, CDP-Star luminescence, 30 min; stronger effect = higher value; 1 = vehicle-only enzyme signal, 0 = enzyme-free wells; activation factor at 10 µM; 330,000 tested, 0.24% active;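 active = activation factor of at least 2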; also: the source names both 10 and 20 µM as test concentration; values of inactives mirror those of a sister screen read the other way
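Assay system: mouse IAP enzyme / Compound: DMSO-dissolved test compounds / Timing: 30 min, room temperature / Measured by: luminescence from enzymatic CDP-Star hydrolysis / Control set: DMSO-only wells, enzyme-free buffer wells as negative control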
PfG6PD inh: PfG6PD enzyme inhibitors, primary screen, biochemical, fluorescence intensity, uHTS; inhibition, % at 20 µM; glucose-6-phosphate dehydrogenase-6-phosphogluconolactonase (Plasmodium falciparum 3D7); AID 504690, 2011; 350,000 tested, 0.78% active; PfGluPho enzyme, NADPH resazurin-diaphorase fluorescence;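 active = inhibition reaching at least a set limit at 20 µM in the primary screen, cut at about 59% in these data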;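 also: 0% = DMSO wells with substrate and 100% = DMSO wells lacking glucose-6-phosphate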
* = called active by the depositor. Not a hit list; 2.4% or so of the library scored in one or more.

SMILES	mIAP inh	ATG4B inh	A3A deaminase	HKDC1 inhibitor	hIAP block	hIAP act	mIAP act	PfG6PD inh
CC(=O)Oc1ccc(C(=O)c2ccccc2)c(OC(C)=O)c1	-11	4	-2	-9	-12	1.1	1.1	1
O=C(Nc1ccc(Cl)c(Cl)c1)C1CC(=O)N(c2ccc(Br)cc2)C1 (stereo not given)	-37	4	-4	-4	7	0.93	1.4	14
CCCCN(C(=O)c1ccccc1F)c1c(N)n(CCC)c(=O)[nH]c1=O	-1	1	20	2	14	0.86	1	15
Cc1ccc(-c2noc(C3CCCN(C(=O)c4ccc(C(C)(C)C)cc4)C3)n2)o1 (stereo not given)	8	13	3	0	-6	1.1	0.92	2
COCc1cc(C)nc(Nc2ccc(C)cc2C)c1C#N	-4	-2	4	-8	-5	1.1	1	1
Cc1ccc(C(=O)COC(=O)c2cnccn2)cc1[N+](=O)[O-]	3	6	1	-4	4	0.96	0.97	-12
O=C(C1CCN(Cc2ccc(OCc3ccccc3)cc2)CC1)N1CCCC1	0	-4	-3	-2	3	0.97	1	-13
CC12C(=O)N(c3nccs3)C(=O)C1C1C=CC2C1 (stereo not given)	-1	4	12	0	-14	1.1	1	-13
COC(=O)c1sc(N2CCN(c3ccc(Cl)cc3)CC2)nc1N	0	-7	0	-2	1	0.99	1	-5
COc1ccc(NC(=O)CCC(=O)c2cccs2)cc1Cl	5	2	-2	2	4	0.96	0.95	-16
O=C(CN1CCCN(Cc2ccc(F)cc2Cl)C1=O)NCc1ccccc1	3	-6	2	-7	-6	1.1	0.97	-2
Cc1cc(O)c(C2(O)C(=O)Nc3ccccc32)cc1C (stereo not given)	-5	-9	14	-9	-1	1	1	-6
CC(=O)NC1C(OC(=O)/C=C/c2ccccc2)OC(COC(C)=O)C(OC(C)=O)C1OC(C)=O (stereo not given)	4	-5	-4	-8	16	0.84	0.95	4
O=C(Nc1ccon1)c1csc2ccccc12	2	0	3	-3	3	0.97	0.98	2
COc1ccc2c(c1)C(=O)N(c1ccc(C)cc1C)C(=O)C2(C)C	-3	0	-1	-4	3	0.97	1	7
Cc1c(C=O)c2ccccc2n1CC(=O)N1CCc2ccccc2C1	8	-13	0	4	1	0.99	0.92	4
COC(=O)c1ccc(CSc2nnnn2C)o1	-3	-6	2	1	2	0.98	1	6
CCN(CC)S(=O)(=O)c1cccc(C(=O)NC2=NCCS2)c1	-8	1	-6	-8	-6	1.1	1.1	-3
Cc1ccccc1OCCC(=O)N1CCN(S(=O)(=O)c2ccc(F)cc2)CC1	1	3	-1	-10	-25	1.2	0.99	3
Cc1c(S(=O)(=O)N2CCC(C)CC2)c(=O)n(C)c(=O)n1C	5	-2	0	-1	-18	1.2	0.95	-25
COc1ccc(-c2noc(C(C)NS(=O)(=O)c3ccc(NC(C)=O)cc3)n2)cc1 (stereo not given)	-4	-2	-3	-7	2	0.98	1	-1
CCc1nc(N[C@@H](CC(C)C)C(=O)O)c2oc3ccccc3c2n1	-4	-11	7	-12	-18	1.2	1	-24
C/C(CC(=O)Nc1ccccn1)=N\NC(=O)c1cnccn1	16	-2	-2	-9	-12	1.1	0.84	-17
COc1ccc(NC(=O)CSc2nc(C)cc(C(F)(F)F)n2)cc1	-1	1	-5	-4	-32	1.3	1	-10
COc1ccc(-c2nnc3sc(C4CCCCC4)nn23)cc1OC	5	-3	49*	1	0	1	0.95	4
O=c1[nH]c2cc3c(cc2cc1CN(Cc1cccnc1)C(=S)NCc1ccco1)OCCO3	15	-1	4	-8	12	0.88	0.85	5
CCOC(=O)c1cc(-c2cc3ccccc3o2)n[nH]1	10	-7	1	-4	-33	1.3	0.9	22
COc1ccc2c(=O)cc(C(F)(F)C(F)(F)F)oc2c1	-3	-4	-2	-2	13	0.87	1	-2
COc1cccc(C2CC(c3cccc(Br)c3)n3ncnc3N2)c1 (stereo not given)	14	10	-3	0	2	0.98	0.86	13
CC1CCN(CCCNC(=O)c2n[nH]c(=O)c3ccccc23)CC1	-15	1	-4	-4	12	0.88	1.2	-10
CCCCCCCCCCCCOC(=O)C[N+](C)(C)C	13	-3	-3	-3	11	0.89	0.87	-12
Cc1ccc(C)c(OCC(=O)N/N=C/c2c(C)nn(-c3ccccc3)c2Cl)c1C	-9	0	-4	-12	-22	1.2	1.1	-11
C/C=C/Cn1c(SCc2ccc(C)cc2)nc2c1c(=O)[nH]c(=O)n2C	0	-7	-5	-8	-7	1.1	1	29
CC(C)c1ccc(NC(=O)COC(=O)CCC(=O)c2cccs2)cc1	3	-9	-2	12	-6	1.1	0.97	2
O=C(NC(Cc1ccccc1)C(=O)O)/C(=C\c1ccco1)NC(=O)c1ccco1 (stereo not given)	6	-9	2	-4	-14	1.1	0.94	4
CC(C)C[C@H](NC(=O)c1[nH]cnc1C(=O)N[C@@H](C)C(=O)OC(C)(C)C)C(=O)OC(C)(C)C	10	-17	7	3	-24	1.2	0.91	27
O=C1C(Oc2ccccc2)C(c2cccs2)N1Cc1ccc2c(c1)OCO2 (stereo not given)	-8	15	-2	-12	-12	1.1	1.1	-5
CC(=O)c1ccc(NC(=O)CSc2nc(=O)n(CCN3CCOCC3)c3c2CCC3)cc1	-5	-4	-2	-4	6	0.94	1	-9
O=c1c2c3c(sc2nc2n1CCC2)CCCC3	-6	2	1	-1	6	0.94	1.1	5
CN(Cc1ccccc1)CC(O)COc1ccc(CNCCc2cccnc2)cc1 (stereo not given)	3	4	1	12	-10	1.1	0.97	-12
COc1ccccc1C(=O)NC(=O)COC(=O)c1ccc(NC(=O)CC#N)cc1	2	-10	-1	5	-4	1	0.98	0
CN(C)c1ccc(C(C(=O)NC2CCCCC2)N(Cc2ccco2)C(=O)c2snc(C(N)=O)c2N)cc1 (stereo not given)	6	9	-2	0	22	0.78	0.94	8
O=C(Nc1ccc(Cl)cc1N1CCOCC1)C1CC1	3	-1	0	-7	-5	1.1	0.97	1
CCN(C(=S)Nc1ccc(Oc2ccccc2)cc1)c1ccccc1	-53	1	-4	17	1	0.99	1.5	9
CCc1cc(=O)oc2c(C)c(OCC(=O)NCCCN3CCOCC3)ccc12	-4	-1	-6	-3	-17	1.2	1	-1
O=[N+]([O-])c1cc(-c2ccc(C(=S)N3CCOCC3)o2)ccc1Cl	21	-7	-3	14	-2	1	0.79	69*
Cc1cccc(-n2c(C)cc(C(=O)NC3CCCCC3)c2C)c1	2	34	-2	-8	-5	1	0.98	45
CC1(C)CC(NC(=S)NC(=O)c2cc(Br)ccc2Cl)CC(C)(C)N1	-9	1	-4	0	-4	1	1.1	4
Cc1cc(NC(=O)CSc2nc(-c3ccccc3Cl)nc3c2c(=O)n(C)c(=O)n3C)no1	-3	1	0	-6	11	0.89	1	0
CCN(C(=O)COc1ncnc2scc(-c3ccc(F)cc3)c12)C1CCS(=O)(=O)C1 (stereo not given)	-7	-7	1	1	-8	1.1	1.1	13
New compounds follow
SMILES	mIAP inh	ATG4B inh	A3A deaminase	HKDC1 inhibitor	hIAP block	hIAP act	mIAP act	PfG6PD inh
N#Cc1cnn2ccc(-c3cc(N4CCOCC4)ccc3[N+](=O)[O-])nc12	16	-7	1	2	8	0.92	0.84	-13
CC(=O)Nc1cccc(C(=O)N(CCc2ccccc2)Cc2ccccc2)c1	-2	-12	2	-4	10	0.91	1	1
Cc1nn(-c2ccccc2)c(C)c1C(=O)OCC(=O)N1c2ccccc2NC(=O)C1(C)C	-1	0	9	-6	-4	1	1	-12
COc1ccc(OCCC(=O)OCC(=O)NCc2ccc(F)cc2)cc1	7	-16	5	-5	-5	1.1	0.93	7
CCS(=O)(=O)N1N=C(c2ccc(NS(C)(=O)=O)cc2)CC1c1ccccc1 (stereo not given)	7	-8	1	-6	10	0.9	0.93	-16
O=C(/C=C/c1ccc(Cl)cc1Cl)Nc1cccc(S(=O)(=O)NC2=NCCCCC2)c1	-1	-3	4	4	5	0.95	1	7
O=C1c2ccccc2C(=O)N1CCCCn1c(=O)oc2ccccc21	12	4	3	1	0	1	0.88	10
Cc1nc(-c2ccccn2)sc1C(=O)Nc1ccc(Cl)c(Cl)c1	2	6	-4	6	20	0.8	0.98	17
Cc1cc(C)nc(NS(=O)(=O)c2ccc(NC(=S)NC(=O)C(C)(C)C)cc2)n1	-1	-3	-5	-10	3	0.97	1	-7
CCNC(=O)/C(=C/c1cccc([N+](=O)[O-])c1)NC(=O)c1ccc(C)cc1	6	-14	-5	-8	-10	1.1	0.94	0
CCCc1ncc(CN2CCCCC2C(=O)Nc2ccc(Oc3ccccc3)nc2)cn1 (stereo not given)	3	-4	-1	-7	-18	1.2	0.97	-6

Some of the entries above in a different format:
Order of results – mIAP inh | ATG4B inh | A3A deaminase | HKDC1 inhibitor | hIAP block | hIAP act | mIAP act | PfG6PD inh
- CC1(C)CC(NC(=S)NC(=O)c2cc(Br)ccc2Cl)CC(C)(C)N1
  -9 | 1 | -4 | 0 | -4 | 1 | 1.1 | 4
- Cc1cc(NC(=O)CSc2nc(-c3ccccc3Cl)nc3c2c(=O)n(C)c(=O)n3C)no1
  -3 | 1 | 0 | -6 | 11 | 0.89 | 1 | 0
- CCN(C(=O)COc1ncnc2scc(-c3ccc(F)cc3)c12)C1CCS(=O)(=O)C1 (stereo not given)
  -7 | -7 | 1 | 1 | -8 | 1.1 | 1.1 | 13
- N#Cc1cnn2ccc(-c3cc(N4CCOCC4)ccc3[N+](=O)[O-])nc12
  16 | -7 | 1 | 2 | 8 | 0.92 | 0.84 | -13
- CC(=O)Nc1cccc(C(=O)N(CCc2ccccc2)Cc2ccccc2)c1
  -2 | -12 | 2 | -4 | 10 | 0.91 | 1 | 1
- Cc1nn(-c2ccccc2)c(C)c1C(=O)OCC(=O)N1c2ccccc2NC(=O)C1(C)C
  -1 | 0 | 9 | -6 | -4 | 1 | 1 | -12
- COc1ccc(OCCC(=O)OCC(=O)NCc2ccc(F)cc2)cc1
  7 | -16 | 5 | -5 | -5 | 1.1 | 0.93 | 7
- CCS(=O)(=O)N1N=C(c2ccc(NS(C)(=O)=O)cc2)CC1c1ccccc1 (stereo not given)
  7 | -8 | 1 | -6 | 10 | 0.9 | 0.93 | -16
- O=C(/C=C/c1ccc(Cl)cc1Cl)Nc1cccc(S(=O)(=O)NC2=NCCCCC2)c1
  -1 | -3 | 4 | 4 | 5 | 0.95 | 1 | 7
- O=C1c2ccccc2C(=O)N1CCCCn1c(=O)oc2ccccc21
  12 | 4 | 3 | 1 | 0 | 1 | 0.88 | 10
- Cc1nc(-c2ccccn2)sc1C(=O)Nc1ccc(Cl)c(Cl)c1
  2 | 6 | -4 | 6 | 20 | 0.8 | 0.98 | 17
- Cc1cc(C)nc(NS(=O)(=O)c2ccc(NC(=S)NC(=O)C(C)(C)C)cc2)n1
  -1 | -3 | -5 | -10 | 3 | 0.97 | 1 | -7
- CCNC(=O)/C(=C/c1cccc([N+](=O)[O-])c1)NC(=O)c1ccc(C)cc1
  6 | -14 | -5 | -8 | -10 | 1.1 | 0.94 | 0
- CCCc1ncc(CN2CCCCC2C(=O)Nc2ccc(Oc3ccccc3)nc2)cn1 (stereo not given)
  3 | -4 | -1 | -7 | -18 | 1.2 | 0.97 | -6
